# miR-122 sensor – miR-122 Renilla sensor signal increase in Huh7, primary screen, miR-122 inhibitor project, cell-based, single point, plate reader; Huh7 miR-122 Renilla luciferase sensor, 48 h; neutral wells = 0, positive control = 100; activation (reporter increase), % at 12.5 µM; 340,000 compounds, 0.3% hits;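 active = mean replicate activation score at least 90 and every replicate individually at or above 90; inconclusive = only one of the two criteria met; inactive = neither criterion met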;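 also: higher luciferase means less miR-122 activity so hits act as miR-122 inhibitors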
# C2C12 statin – suppressors of statin myotoxicity in C2C12 myotubes, primary screen, cell-based, single point, plate reader. C2C12 myotubes + simvastatin, ATP luminescence, 48 h; scaled: DMSO 0, geranylgeraniol control 100. rescue of ATP level, % at 7.49 µM. 330,000 compounds, 0.78% hits. AID 602340, 2012;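 active = mean ATP rescue above about 67%, or every replicate alone reaching that limit, limit read from the data, passing the limit was not always enough; inconclusive = no clear call, values can overlap the other calls; inactive = mean under the limit and some replicate under it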;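 also: myotubes were challenged with 10 µM simvastatin during compound exposure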
# Cneo AK release – Cryptococcus neoformans cell lysis inducers, primary screen, AK release luminescence, single concentration. C. neoformans lysis, adenylate kinase release luminescence, 4 h; normalised: neutral wells 0, clomiphene wells 100. lysis activity, % at 15 µM. 360,000 compounds, 0.2% hits;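 active = mean lysis activity across replicates of at least 80%, whatever share of replicates individually reach that level; inactive = mean lysis activity below 80%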
#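 Test system: log-phase Cryptococcus neoformans yeast cells. Input: 5 × 10^6 yeast cells/mL. Medium: fresh YPD growth medium. Doses: single dose. Incubation: static 4 h at 37 °C with compound, 1 h detection. Measured by: luminescent adenylate kinase detection reagent. Read-out: signal increase indicating cell lysis. Benchmarks: Clomiphene.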
# PglD inh – C. jejuni PglD acetyltransferase inhibitors, primary screen, biochemical, DTNB colorimetric, single point; purified PglD enzyme, DTNB colorimetric CoA detection; inhibition, % at 12.5 µM; 360,000 compounds, 0.098% hits; in the data active = inhibition above about 16%, passing the limit was not always enough; inconclusive = no clear call, values can overlap the other calls; also: strong numbers were not always called active
# PGC1a acetyl inh – inhibitors of PGC1a acetylation signal, primary screen, cell-based, U2OS, AlphaScreen, inhibitor mode; AID 651687, 2012; AlphaScreen anti-acetyl-lysine; with virally co-expressed GCN5 acetyltransferase; inhibition, % at 15.6 µM; 350,000 compounds, 0.17% hits;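 active = every replicate shows inhibition of at least 40%; inconclusive = mean inhibition at least 40% but some replicate below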;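 also: 0% = neutral control wells and 100% = positive control wells; some results beyond the cut were filed as inactive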
# F508del corr – F508del CFTR correction, initial screen, CFBE line, single point | 350,000 compounds, 0.36% hits | CFBE cells, YFP halide quenching; stimulated with forskolin plus potentiator P3; % fluorescence drop versus neutral controls | activity (quench increase), % at 7.58 µM | AID 720511, 2013;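 active = mean added fluorescence quench of at least 8% versus neutral control, with both replicates also reaching 8%; inconclusive = only one of the mean or replicate conditions met; inactive = mean below 8% and not both replicates reaching 8%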;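 also: cells transiently co-express mutant CFTR-F508del with the halide-sensitive YFP; corrector assay measuring rescue of mutant channel to the surface after 24 h compound exposure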
# INS-1E GSIS act – GLuc luminescence reporter in INS-1E cells, primary screen for activators of glucose-dependent secretion of insulin | INS-1E GLuc reporter insulin secretion, 2-3 h | activation, % at 16.6 µM | AID 743287, 2014 | 370,000 compounds, 0.61% hits;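 active = lowest replicate activation of at least 40%, so every replicate reaches that level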;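 also: 0% = median of neutral control wells and 100% = median of IBMX positive control wells; some compounds called inactive have numbers as strong as hits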
# FN deposit inh – inhibitors of fibronectin matrix deposition, primary screen, AH1F cells, Alexa488-fibronectin fluorescence, plate reader | inhibition, % at 12.6 µM | 350,000 compounds, 0.086% hits | AID 743247, 2014 | AH1F fibroblasts, overnight;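 active = mean inhibition across replicates of 30% or more, regardless of how many single replicates reach that level; inconclusive = mean under 30% yet at least half of replicates reach 30%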;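 also: positive control wells lacked labelled fibronectin entirely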
#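 Material – AH1F fibroblast monolayer, labelled fibronectin deposition · Reagent – labelled fibronectin 24 nM · Timing – 1 h adhesion, overnight exposure · Measured by – fluorescence at 485 nm excitation, 525 nm emission · Read-out – inhibition of fibronectin deposition signal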
# Starred values were filed as active, the others as inactive; u = inconclusive; x = no result given; & = joins results of further samples; [ ] = remark or other dose. Rows were taken by chance; 2.1% or so of the library scored in one or more.
SMILES,miR-122 sensor,C2C12 statin,Cneo AK release,PglD inh,PGC1a acetyl inh,F508del corr,INS-1E GSIS act,FN deposit inh
COc1cc(F)ccc1-c1cc(C(=O)NCc2cccs2)[nH]n1,-2.6,3.2,-2.3,5.5,-19.9,1.9,6.2,-9.5
OC[C@H]1OC(O)[C@H](O)[C@@H](O)[C@H]1O (stereo partly drawn),-0.6,-0.5,-1.4,6.9,x,2.8,5.6,-0.7
CCN(C(=O)COC(=O)c1cc([N+](=O)[O-])ccc1N1CCOCC1)c1ccccc1,-2.2,6.8,-1.8,5.7,1.1,2.0,x,4.8
CNc1ccccc1C(C)(C)c1cc(-c2cccc([N+](=O)[O-])c2)no1,-1.6,9.1,-0.3,-11.8,-0.8,-3.6,-17.9,x
C[C@H](CO)N1C[C@H](C)[C@@H](CN(C)Cc2ccc(-c3ccccc3)cc2)Oc2c(NC(=O)Nc3ccc4c(c3)OCO4)cccc2C1=O,1.9[16.7 µM],-21.2,0.8&-0.8,4.8&3.7,-9.8&-9.8,-0.9&-1.8,7.4&-7.2,4.3&-5.4
Cc1ccc(OCC(=O)NCc2cccnc2)cc1,x,x,x,x,-3.3,1.4,1.8,0.2
O=C(NCC1CCCO1)C(C(=O)c1ccccc1)n1ccccc1=O (stereo not drawn),-13.0,x,3.0,-2.1,x,x,x,2.0
O=C1C2C3C=CC(CC3)C2S(=O)(=O)C2C3C=CC(CC3)C12 (stereo not drawn),1.3,4.2,2.4,-0.9,-0.3,1.6,-7.9,3.4
CO[C@@H]1CN(C)C(=O)c2ccc(NS(C)(=O)=O)cc2OC[C@@H](C)N(C(=O)NC(C)C)C[C@H]1C,13.2[16.7 µM],-3.3,-0.1,2.9,5.8,1.3,2.1,5.9
C[C@H](CO)N1C[C@H](C)[C@@H](CN(C)Cc2ccc(C(=O)O)cc2)Oc2c(NC(=O)c3ccc(-c4nccs4)cc3)cccc2C1=O,-2.8[16.7 µM],x,-2.4,2.3,10.1,1.1,7.1,x
CCn1c(COc2ccc(Cl)cc2)nnc1SCc1ccc(C#N)cc1,11.5,18.2,2.7,2.6,-3.1,x,x,x
Cc1csc(C(=O)O)c1-c1c(C)csc1C(=O)O,-6.0,x,-1.5,2.1,-15.0,x,x,7.9
NNC(=O)Cn1c2ccccc2c2ccccc21,0.2,-7.5,-0.1,-2.3,-0.9,-0.7,9.6,-4.6
COc1ccc(OCCCC(=O)Nc2nncs2)cc1,2.3,7.5,0.4,-0.7,-1.9,x,x,-5.9
COc1ccc(C)cc1S(=O)(=O)N(CC(=O)N1CCCC1)c1ccccc1,-3.2,14.2,0.7,-4.7,-1.1,x,x,1.0

# Pulled one by one from above, 2 records:
SMILES,miR-122 sensor,C2C12 statin,Cneo AK release,PglD inh,PGC1a acetyl inh,F508del corr,INS-1E GSIS act,FN deposit inh
C[C@H](CO)N1C[C@H](C)[C@@H](CN(C)Cc2ccc(-c3ccccc3)cc2)Oc2c(NC(=O)Nc3ccc4c(c3)OCO4)cccc2C1=O,1.9[16.7 µM],-21.2,0.8&-0.8,4.8&3.7,-9.8&-9.8,-0.9&-1.8,7.4&-7.2,4.3&-5.4
Cc1ccc(OCC(=O)NCc2cccnc2)cc1,x,x,x,x,-3.3,1.4,1.8,0.2

# Following part:
SMILES,miR-122 sensor,C2C12 statin,Cneo AK release,PglD inh,PGC1a acetyl inh,F508del corr,INS-1E GSIS act,FN deposit inh
C[C@@H]1CN([C@@H](C)CO)S(=O)(=O)c2ccc(-c3ccc(C#N)cc3)cc2O[C@@H]1CN(C)C(=O)C1CC1,39.1[16.7 µM],x,3.7,4.4,1.1,-0.5,22.8,x
CCCCCn1cnnc1SCC(=O)c1ccc2c(c1)OCO2,-1.6,7.4,-2.0,3.0,-2.3,0.1,7.7,-5.4
COc1ccc(S(=O)(=O)N(C)C[C@@H]2Oc3ccc(NC(=O)CCCN(C)C)cc3CC(=O)N([C@H](C)CO)C[C@@H]2C)cc1,x,x,x,x,-12.4,-1.6,-3.0,3.8
O=C(Nc1ccc(Cl)cc1)c1ccco1,-7.0,4.8,5.6,-7.9,14.1,-1.8,13.7,-1.6
COc1cc(/C=N/Nc2nc3c(c(=O)n(C)c(=O)n3C)n2Cc2ccccc2)ccc1OC(=O)c1ccco1,-2.0,x,-1.4,-8.1,3.8,-1.2,9.5,1.7
O=c1cc(CO)oc(CN2CCN(c3ccccc3)CC2)c1O,1.7,17.5,-4.1,3.1,3.1,x,x,-1.6
NC(=O)C1CCN(C(=O)c2ccc(NS(=O)(=O)/C=C/c3ccccc3)cc2)CC1,4.2,-1.1,-0.9,-1.2,-8.8,0.3,-0.6,-4.8
CCCN(CCC)CCCNC(=O)c1ccc2c(c1)N(CC)C(=O)c1ccccc1S2=O (stereo not drawn),6.0,-6.8,-0.2,8.6,-4.9,x,x,-0.3
CCOC(=O)C1CCCN(S(=O)(=O)c2c(C)c(C)cc(C)c2C)C1 (stereo not drawn),1.6,x,4.2,3.4,-32.6,x,x,4.7
Cc1noc(C)c1S(=O)(=O)N1CCC(Cc2ccccc2)CC1,-1.3,27.6,-5.9,4.0,-5.8,x,x,2.8
CCOc1ccc(S(=O)(=O)N2CCCC(C(=O)NCc3cccnc3)C2)cc1C (stereo not drawn),-5.9,3.3,x,x,0.1,-0.8,5.8,1.1
O=C(CCC(=O)c1ccccc1)NCCc1c[nH]c2ccccc12,0.4,x,-0.6,-0.8,-5.7,1.8,-8.7,2.5
CCNc1ccc(C(=O)Nc2ccc3nc(C)sc3c2)cc1[N+](=O)[O-],-8.9,x,1.5,2.5,x,-1.6,5.9,0.6
O=C(C[C@H]1CC[C@@H]2[C@H](COC[C@H](O)CN2C(=O)Nc2ccc(Cl)c(Cl)c2)O1)NC1CCC1,-0.6[16.7 µM],-19.9,-2.5,2.0,4.3,-1.2,-16.9,-7.6
Cc1cccc(C(=O)NNC(=O)c2ccc(O)cc2)c1,-3.5,-1.3,0.8,-0.1,3.2,-2.4,7.9,-3.7
CCOc1ccc(C(=O)COC(=O)c2nn(CC)c(=O)c3ccccc23)cc1,-8.3,-6.0,1.0,-1.5,7.7,-3.1,10.3,10.0
Cc1ccc(NC(=O)N2CCC(NC(=O)c3ccccc3C)CC2)cc1,-5.6,6.3,2.3,0.3,11.2,x,x,0.1
Cc1c(CC(=O)NCC(=O)NCC(=O)O)c(=O)oc2c(C)c3oc4c(c3cc12)CCCC4,-13.0,4.1,-0.3,7.5,1.3,2.6,-4.7,-4.0
O=S(=O)(c1ccc(Cl)c(C(F)(F)F)c1)N1CCN(CC(O)COc2ccccc2F)CC1 (stereo not drawn),-2.8,15.6,-0.9,-4.5,x,1.6,-49.4,1.7
CCOC(=O)c1cccc(NC(=O)CSc2nc3ccccc3c(=O)n2CCOC)c1,16.2,-18.5,0.2,-0.3,-5.0,x,x,x
O=[N+]([O-])c1ccc(C2CCCC/C2=N/OCc2ccccc2F)c([N+](=O)[O-])c1 (stereo not drawn),6.7,-15.0,2.3,-2.6,-16.7,x,x,x
C[C@@H]1CN([C@@H](C)CO)C(=O)c2cccc(NS(=O)(=O)c3cccs3)c2O[C@@H]1CN(C)C(=O)Nc1ccccc1,15.0[16.7 µM],x,x,x,-4.2,1.9,-20.4,x
CCCc1[nH]nc2c1C(c1ccc(OC(=O)c3ccco3)cc1)C(C#N)=C(N)O2 (stereo not drawn),-1.3,-7.5,-0.3,0.9,-1.9,x,x,-0.2
CC(C)(C)c1ccc(C(=O)Nc2ccccc2NC(=O)c2ccco2)cc1,-7.3,x,-3.6,3.5,-8.1,x,x,x
Cc1cccc(CCN(CC(=O)NC(C)(C)C)C(=O)c2csnn2)c1,x,x,x,x,u,-0.5,1.5,-3.6
CC(Oc1ccccc1)C(=O)Nc1ccc(S(=O)(=O)N2CCCC2)cc1 (stereo not drawn),x,1.7,0.2,3.2,x,-1.1,80.5,1.9
Cc1nc(N2CCN(Cc3ccccc3)CC2)nc2c1C(=O)CCC2,3.0,8.7,-0.9,2.6,1.2,x,x,-11.2
O=C(c1ccccc1)c1nn(-c2cccc(Cl)c2)c2nc(-c3ccccc3)cc(=O)n12,-1.6,-9.6,-1.2,2.3,4.6,x,x,x
Cc1cc(NCCCn2ccnc2)n2nc(-c3ccc(F)cc3)cc2n1,-1.6,-1.6,x,x,x,1.1,13.1,x
O=C1CC/C=C\C[C@@H](CC(=O)N(CCO)Cc2ccccc2)C(=O)NCCO1,-12.5,-5.5,-5.2,-2.0,x,1.9,-6.6,2.1
O=C(c1ccc(F)c(S(=O)(=O)N2CCOCC2)c1)N1CCN(c2ncccn2)CC1,0.9,-5.0,1.5,2.7,-5.0,-0.6,2.6,0.4
CCOC(=O)c1cn[nH]c1C(F)(F)F,-2.3,x,2.0,-7.4,14.3,1.9,-3.1,-0.6
Cn1c(=O)c2c(O)cc(=O)n(-c3ccccc3)c2n(C)c1=O,-11.3,1.6,-0.6,-0.9,10.0,x,x,x
CCOC(=O)Cc1csc(NC(=O)CSc2nc(N)c3c(C)c(C)sc3n2)n1,4.8,0.4,0.6,6.9,-2.6,x,x,1.7
COc1ccc(Cl)cc1NC(=O)C/C(C)=N/NC(=O)COc1ccc(C)cc1,x,1.7,-3.6,6.1,x,-0.6,10.5,-2.8
COc1cc(OC)cc(C(=O)NNC(=O)CCC2CCCC2)c1,-5.2,5.2,1.7,-3.3,6.4,-2.2,-4.1,0.7
Cc1ccc(S(=O)(=O)N(Cc2cccc(C(F)(F)F)c2)C(=O)N2CCN(C)CC2)cc1,1.6,4.8,-1.5,-2.8,3.0,0.0,23.6,2.7
Cc1ccccc1NC(=O)c1ccccc1NS(=O)(=O)c1cccc2cccnc12,1.7,x,-2.6,4.7,5.9,x,x,x
COc1cc(OC)cc(C(=O)NNC(=O)CCOc2ccccc2OC)c1,x,2.0,-0.7,-7.2,x,0.6,-2.4,-4.4
O=C(C1CCC1)N1CC[C@@H]2[C@@H](CO)Nc3ccc(-c4cccc(F)c4)cc3[C@@H]21,16.6[16.7 µM],24.5,-3.6,0.2,-18.6,1.1,4.6,-4.1
CCn1nc(C)c(CN2CCCC(CO)(Cc3ccccc3)C2)c1C (stereo not drawn),x,x,x,x,-8.9,-0.2,20.1,-7.0
C=C(C)Cn1c(=O)c2c(nc3n2CCCN3CCc2ccccc2)n(C)c1=O,x,-0.7,-0.8,0.2,x,-2.5,-3.8,-9.5
CN1C(=O)c2cc(NC(=O)NC3CCCC3)ccc2OC[C@@H]2O[C@@H](CC(=O)NC3CCC3)CC[C@H]21,3.9[16.7 µM],14.6,-1.4,2.9,-0.3,0.6,3.2,3.1
COCCN1C=C2C(=O)C(C)(OC(=O)CCC(=O)OC)C(=O)C=C2C=C1C1CC1 (stereo not drawn),-0.9,-3.1,-0.7,1.5,-0.5,x,x,x
Cc1c(/C=N/O)sc2ccccc12,x,3.0,1.4,-6.6,-0.1,3.3,x,4.2
